OX1R antag-1: blocks the human orexin 1 receptor. O43613. OX1R-expressing cells, FRET antagonist read-out. inhibition, % at 6.6 µM. 1.8% of 330,000 active. AID 485270; in the data active = inhibition mostly above about 38%, no sharp cut-off; inactive = mostly below about 40%;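 note: 0% = agonist challenge alone and 100% = reference antagonist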
Target sequence (O43613 whole entry, looked up): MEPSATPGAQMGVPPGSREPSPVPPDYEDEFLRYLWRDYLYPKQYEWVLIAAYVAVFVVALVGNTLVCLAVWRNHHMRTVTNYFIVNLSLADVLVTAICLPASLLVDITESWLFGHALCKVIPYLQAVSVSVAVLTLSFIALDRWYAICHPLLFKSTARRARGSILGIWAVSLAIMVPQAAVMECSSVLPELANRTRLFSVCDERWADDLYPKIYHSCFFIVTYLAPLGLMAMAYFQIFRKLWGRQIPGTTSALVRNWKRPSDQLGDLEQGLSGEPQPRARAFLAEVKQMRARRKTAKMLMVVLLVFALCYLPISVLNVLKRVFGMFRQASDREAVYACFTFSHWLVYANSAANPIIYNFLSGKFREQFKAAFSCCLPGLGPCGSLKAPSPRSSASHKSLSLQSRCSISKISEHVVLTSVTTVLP
OX1R antag-2: blocks the human orexin 1 receptor; inhibition, % at 5 µM; 0.43% of 330,000 active; AID 434989; O43613; CHO/OX1R cells, Fluo-8 calcium fluorescence, orexin A;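 active = inhibition above its plate's threshold, mean inhibition of all tested compounds on the plate plus 3 SD, cut at about 37% in these data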;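 note: 0% = orexin A challenge wells and 100% = SB-334867-A antagonist wells; not every result past the cut was called active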
The depositor's hits bear a star; & = joins results of further samples.

SMILES,OX1R antag-2,OX1R antag-1
CC(Sc1nnc(-c2cc3ccccc3o2)n1-c1ccccc1)C(=O)O (configuration not stated),-6.9,6.0
COc1ccc(SC[C@H](Cc2ccccc2)N2CC[C@@H](O)CCC2=O)cc1,-6.2,15.0
CC1CC1C(=O)OCC(=O)Nc1ccc(S(=O)(=O)N2CCOCC2)cc1 (configuration not stated),5.3,4.0
CC1(c2ccccc2)NC(=O)N(CC(=O)Nc2ccc(N3CCOCC3)cc2N2CCOCC2)C1=O (configuration not stated),-16.9,8.7
CCC(C)C(=O)Nc1nnc(SCC(=O)NC2CCCC2)s1 (configuration not stated),-16.9,-2.3
Cc1cccc(N2CCN(C(=O)c3ccc(CS(=O)Cc4ccc(Cl)cc4)o3)CC2)c1C (configuration not stated),-21.1,5.5
CCN(CC)c1ccc(NC(=O)COC(=O)COc2ccccc2[N+](=O)[O-])cc1,10.0,42.2
Cc1nnc(-c2ccc(Oc3ccc(Br)cc3)c([N+](=O)[O-])c2)o1,-0.9,2.6
CCOc1cc(OCC)cc(C(=O)Nc2cccnc2)c1,-1.6,9.3
Cc1cc(C)nc(N2CCCC(C(=O)NCc3cccc(C(F)(F)F)c3)C2)n1 (configuration not stated),-9.1,9.0
COc1ccccc1CNC(=O)C(=O)NCC1CCCO1 (configuration not stated),-13.4,17.1
CCS(=O)(=O)Nc1ccc(C2=NN(C(=S)Nc3ccccc3)C(c3ccco3)C2)cc1 (configuration not stated),6.0,3.4

Reformatted with values under each structure: 4 of the compounds above.
Each structure is followed by: OX1R antag-2 | OX1R antag-1
- Cc1cccc(N2CCN(C(=O)c3ccc(CS(=O)Cc4ccc(Cl)cc4)o3)CC2)c1C (configuration not stated)
  -21.1 | 5.5
- CCN(CC)c1ccc(NC(=O)COC(=O)COc2ccccc2[N+](=O)[O-])cc1
  10.0 | 42.2
- Cc1nnc(-c2ccc(Oc3ccc(Br)cc3)c([N+](=O)[O-])c2)o1
  -0.9 | 2.6
- CCOc1cc(OCC)cc(C(=O)Nc2cccnc2)c1
  -1.6 | 9.3

New compounds follow.
SMILES,OX1R antag-2,OX1R antag-1
O=C(NCC1CCCO1)c1ccc(OC2CCN(C(=O)C3CC3)CC2)cc1 (configuration not stated),-11.8,4.5
O=C(CN1CCN(c2ccc(F)cc2)CC1)Nc1ccccc1C(=O)NCCc1ccccc1,-23.6,8.7
COc1ccc(C(=O)N2CCN(CCc3ccccn3)CC2)cc1,-25.1,-4.6
CC(C)(C)n1nnnc1C(c1cccnc1)N1CCN(C(=O)c2ccco2)CC1 (configuration not stated),-10.8,17.0
O=S(=O)(/C=C/c1ccccc1)N1CCN(c2ccc(F)cc2)CC1,-30.2,18.7
COC(=O)c1cccc(NC(=S)N2CCN(C)CC2)c1,-1.2,9.5
COc1ccc(-c2cc3nc(C)c(CCC(=O)NCc4ccc(F)cc4)c(C)n3n2)c(OC)c1,-38.6,15.2
Cc1ccc(C(=O)Nc2sc(C)c(C)c2C(=O)c2ccccc2)cc1,-44.7,24.0
C#CCN1c2ccccc2Sc2cccnc21,-6.6,26.3
Cc1cccc(NC(=O)COc2coc(CN3CCc4ccccc4C3)cc2=O)c1,-28.1,21.1
O=C(CN1CCSC1=O)N1CCN(S(=O)(=O)c2ccc(Cl)cc2)CC1,2.7,0.7
N#Cc1ccccc1NC(=O)CSc1cn[nH]n1,2.4,9.9
CC(=O)c1cccc(NC(=O)c2csc3c2CCCCC3)c1,-23.3,17.8
CN1CCN(c2ccc(NC(=S)NC(=O)c3cccc4ccccc34)cc2)CC1,-22.4,14.6
Cc1oc2cc3oc(=O)c(CCC(=O)NCCC(=O)O)c(C)c3cc2c1C,-23.6,0.8
Nc1nc(SCc2ccccc2)n[nH]1,-2.3,-4.5
CCCCOC(=O)c1ccc(NC(=O)c2cc(Cl)c(Cl)cc2C(=O)O)cc1,-9.6,34.0
Cn1c(NCc2ccco2)nc2c1c(=O)n(Cc1ccc(Br)cc1)c(=O)n2C,-29.5,6.1
CCN(CC)C(=O)Oc1ccc2oc(=O)cc(-c3cc4cccc(OC)c4o3)c2c1,-28.3,25.4
CCCOc1cccc(C(=O)N/N=C/c2ccoc2)c1,0.5,6.0
Cc1ccc(NC(=S)N2CCN(C)CC2)c(C)c1,-3.5,27.1
O=C(N/N=C/c1ccc(O)c(O)c1)c1cccc(S(=O)(=O)N2CCCC2)c1,-19.4,27.5
COc1ccc(-c2cc(=O)oc3cc(OCC(=O)N4C[C@H]5C[C@@H](C4)c4cccc(=O)n4C5)ccc23)cc1,-15.2,19.0
Cc1cc(C)cc(-n2cnc3cc(C(=O)O)ccc32)c1,-2.3,11.6
Cc1ccccc1N1CCN(Cc2c(C#N)c3ccccc3n2C)CC1,-8.8,14.6
O=C(c1ccccc1)N1CCCCC(Cl)C1=O (configuration not stated),-4.2,2.9
CN(C)CC/C=C1/c2ccccc2Sc2ccc(Cl)cc21,-34.8&-21.8,7.1&3.2
CC(C)NS(=O)(=O)c1ccc(OCC(=O)Nc2ccc3c(c2)OCO3)cc1,-17.7,8.7
O=C(NC(=S)Nc1cc(S(=O)(=O)N2CCOCC2)ccc1N1CCOCC1)c1ccco1,-37.5,1.3
Cc1ccc(N=Cc2ccc[nH]2)c(O)c1,-9.0,13.4
O=C(NCC1CCCO1)c1cc2nc(-c3ccco3)cc(C(F)(F)Cl)n2n1 (configuration not stated),-9.2,26.7
O=C(COc1ccccc1)Nc1ccc(N2CCN(C(=O)c3cccs3)CC2)cc1,-23.3,9.3
CN(CC(=O)Nc1cccc(F)c1)C(=O)CSc1ccccc1,-17.2,26.2
CCc1ccc(CN2CCN(S(=O)(=O)Cc3ccccc3)CC2)cc1,-28.7,7.8
CCOC(=O)CCN(Cc1cccs1)S(=O)(=O)c1ccc(F)cc1,-10.9,8.2
Cc1scc(C(=O)N/N=C/c2ccc(Cl)s2)c1C,-5.2,8.0
CCOC(=O)c1c(NC(=O)CSc2nccn2C)sc(C(=O)NC)c1C,-11.6,11.2
CCc1cccc(C)c1NC(=S)N(CCCN1CCN(C)CC1)Cc1cccs1,-26.5,4.1
Cc1ccccc1NCC(=O)N/N=C/c1ccc([N+](=O)[O-])cc1,-5.7,4.9
CC(c1ccco1)N(C(=O)c1cccs1)c1ccccn1 (configuration not stated),7.4,10.8
O=C1CC(N(C(=O)c2ccco2)c2ccc(F)cc2)C(=O)N1c1ccc(F)cc1 (configuration not stated),-11.3,7.8
COc1ccccc1CNC(=O)CN1C(=O)N(C)C2(CCCCC2)C1=O,-18.8,5.0
Cc1ccc(F)cc1NC(=O)CCC(=O)c1cccs1,-20.1,19.2
CC1CC(C)CN(S(=O)(=O)CCNC(=O)c2ccccc2)C1 (configuration not stated),-18.1,22.4
CC(C)c1ccccc1-n1c(-c2cccnc2)n[nH]c1=S,7.4,16.2
COCCNC(=O)COc1cccc2c1OC(C)(C)C2,-20.9,1.9
COC(=O)c1ccc(OC(=O)CS(=O)c2ccccc2[N+](=O)[O-])cc1 (configuration not stated),-15.4,62.7*
Cc1ccccc1NC(=O)C(C)OC(=O)CCC(=O)N(CC(C)C)c1c(N)n(CC(C)C)c(=O)[nH]c1=O (configuration not stated),-5.6,9.3
COc1ccc(C(=O)NC(Cn2ccnc2)C(C)(C)C)cc1OC1CCN(C(C)C)CC1 (configuration not stated),-18.6,21.9
O=C(NC1CCCCC1)NC1CCN(S(=O)(=O)c2ccc3c(c2)OCCO3)CC1,-9.7,2.5
c1ccc(CSc2nnnn2-c2ccc3c(c2)OCCO3)nc1,-18.0,13.6
CCc1cccc(NC(=O)CN(C)C2=NS(=O)(=O)c3ccccc32)c1,-12.7,-2.3
CCN(CC(=O)Nc1ccccc1C(F)(F)F)C(=O)c1cccc(S(=O)(=O)N2CCN(C)CC2)c1,-26.0,14.9
C/C(=C\C(=O)C(F)(F)F)Nc1cc(C)cc(C)c1,-1.6,6.4
COc1ccc2nc(Nc3nc(CSc4nnc(C)s4)cc(=O)[nH]3)nc(C)c2c1,-7.4,11.8
CCOC(=O)c1c(NC(=O)c2cc(C)on2)c2cc([N+](=O)[O-])ccc2n1C,-10.7,4.8
COc1ccc(S(=O)(=O)NC2CCCCC2)cc1-n1cnnn1,-33.0,14.9
COc1cccc(NC(=O)Cn2nnc(C(=O)NCc3cccs3)c2N)c1,-0.3,0.6
COC(=O)Nc1nnc(-c2ccccc2OC)s1,-11.1,5.4
CC1(C)C(=O)Nc2ccccc2N1C(=O)CN1C(=O)C(=O)N(C2CCCC2)C1=O,-9.9,15.9

Reprinted at random: two entries already listed, in no set order.
SMILES,OX1R antag-2,OX1R antag-1
COC(=O)Nc1nnc(-c2ccccc2OC)s1,-11.1,5.4
C/C(=C\C(=O)C(F)(F)F)Nc1cc(C)cc(C)c1,-1.6,6.4

The list continues.
SMILES,OX1R antag-2,OX1R antag-1
CC(=O)Nc1ccc(S(=O)(=O)N2CCSC2c2ccc(Cl)cc2)cc1 (configuration not stated),-7.9,24.6
COc1cc(NC(=O)COc2ccc(-n3ccnc3)cc2)cc(OC)c1,-10.2,7.8
Cc1cc(Cl)ccc1OCC(=O)OCC(=O)c1c(N)n(C)c(=O)n(C)c1=O,-7.5,3.5
CN1CCN/C1=C(/C(Cl)=C(Cl)Cl)[N+](=O)[O-],-15.3,12.8
COc1ccc(C)c(NC(=O)NCCc2cnc[nH]2)c1,-33.6,-10.3
O=C(NCCCn1ccnc1)c1cccc(Br)c1,-21.0,3.5
COCCN(C(=O)COc1ccc(Cl)cc1)c1nnc(-c2cccnc2)s1,-20.6,6.3
CS(=O)(=O)N(CC(=O)Nc1c(F)cccc1F)Cc1ccccc1,-10.1,43.1
O=C(NCc1ccco1)C(=O)NCC1OCCN1C(=O)c1ccc(Cl)cc1 (configuration not stated),-10.7,10.3
S=c1[nH]nc(CCc2ccccc2)n1-c1ccccc1,-7.0,19.2
Cc1ccc(N2CCN(S(=O)(=O)N3CCCCC3)CC2)c(C)c1,-22.3,4.8
Cc1cccc(C)c1NC(=O)/C(C#N)=C/c1ccc(-c2ccc(C(=O)O)cc2)o1,-17.0,23.2

Shown with the structure last: part of the list above
OX1R antag-2	OX1R antag-1	SMILES
-26.0	14.9	CCN(CC(=O)Nc1ccccc1C(F)(F)F)C(=O)c1cccc(S(=O)(=O)N2CCN(C)CC2)c1
-0.3	0.6	COc1cccc(NC(=O)Cn2nnc(C(=O)NCc3cccs3)c2N)c1
-25.1	-4.6	COc1ccc(C(=O)N2CCN(CCc3ccccn3)CC2)cc1
-6.2	15.0	COc1ccc(SC[C@H](Cc2ccccc2)N2CC[C@@H](O)CCC2=O)cc1
-18.0	13.6	c1ccc(CSc2nnnn2-c2ccc3c(c2)OCCO3)nc1

Following part
SMILES,OX1R antag-2,OX1R antag-1
CCOc1ccc(N2CC(C(=O)Nc3cccnc3)CC2=O)cc1 (configuration not stated),-7.1,-0.9
CCOC(=O)CNC(=O)c1cc2c(=O)[nH]c3ccc(C)cc3c2s1,-17.8,14.0
Cc1cc(C)nc(NC2=NCC(=O)N2c2ccc(Cl)cc2)n1,-11.6,14.0
Cc1cccc(CN2CCN(c3ncccn3)CC2)c1,-4.4,10.9
Cc1cccc(/N=C/c2sc3ccccc3c2O)n1,-7.7,7.5
CN1C(=O)C2(OCCCO2)c2ccccc21,4.5,7.3
O=c1[nH]c(=O)n(CCc2ccc(F)cc2)c(O)c1C=NCc1ccc2c(c1)OCO2,-34.2,6.4
Brc1ccc(CSc2ncnc3nc[nH]c23)cc1,16.5,21.7
Fc1ccc(NC(=S)Nc2ccc(Br)cc2)cc1,3.6,18.9
O=C(CSc1n[nH]c(-c2ccccn2)n1)Nc1ccccc1F,-9.3,15.9
COCCN1CCN(C(=O)c2cc(COc3ccc(F)cc3Cl)on2)CC1,-12.0,6.7
COC(=O)c1ccc(OCC(=O)Nc2ccsc2C(=O)OC)cc1,-24.9,23.0

A run of entries of the results above:
SMILES,OX1R antag-2,OX1R antag-1
Cc1cccc(CN2CCN(c3ncccn3)CC2)c1,-4.4,10.9
Cc1cccc(/N=C/c2sc3ccccc3c2O)n1,-7.7,7.5
CN1C(=O)C2(OCCCO2)c2ccccc21,4.5,7.3
O=c1[nH]c(=O)n(CCc2ccc(F)cc2)c(O)c1C=NCc1ccc2c(c1)OCO2,-34.2,6.4
Brc1ccc(CSc2ncnc3nc[nH]c23)cc1,16.5,21.7

Assay outcomes as filed in PubChem.
